Screening results from PubChem.
Pf Dd2 inh = inhibitors of Plasmodium falciparum Dd2 growth | P. falciparum Dd2 growth, SYBR Green, 72 h; active compounds read low | activity change, % at 10 µM | 94,000 tested, 2.3% active | AID 1159554; in the data active means activity change below about -80%
Tcruzi prolif = blocks T. cruzi growth in NIH3T3 culture. T. cruzi beta-gal in NIH3T3, GalScreen luminescence, 90 h. inhibition, % at 8.34 µM. 77,000 tested, 5.9% active. AID 624255;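 active means mean inhibition above about 93%, with at least 55% of replicates each passing it, limit read from the data, passing the limit was not always enough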
KDM4C inh = blocks human GASC-1 (KDM4C) demethylase activity | inhibition, % at 12.5 µM | GST-KDM4C 2-372, H3K9me3 peptide, LANCE TR-FRET | 96,000 tested, 0.15% active | Q9H3R0;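 active means mean replicate inhibition above about 25%, with at least 55% of replicates also reaching it, limit read from the data, passing the limit was not always enough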
Target sequence (Q9H3R0 2-372 limits assumed): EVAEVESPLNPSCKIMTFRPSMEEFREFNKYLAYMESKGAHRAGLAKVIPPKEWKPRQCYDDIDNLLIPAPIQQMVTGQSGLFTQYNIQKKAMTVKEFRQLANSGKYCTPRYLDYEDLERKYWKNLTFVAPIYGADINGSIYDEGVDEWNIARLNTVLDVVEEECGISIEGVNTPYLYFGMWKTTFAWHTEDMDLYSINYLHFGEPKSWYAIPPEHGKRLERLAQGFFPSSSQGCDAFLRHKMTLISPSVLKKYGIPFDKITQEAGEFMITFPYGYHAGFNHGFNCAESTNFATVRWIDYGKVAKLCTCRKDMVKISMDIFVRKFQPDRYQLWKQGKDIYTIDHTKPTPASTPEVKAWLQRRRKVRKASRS
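System – N-terminal GST-fused human GASC-1 (KDM4C) fragment, residues 2-372 · Input – enzyme final amount 10 nM · Technique – LANCE TR-FRET, Eu antibody, ULight-streptavidin, EDTA, ex 340 nm, em 618/671 nm · Medium – HEPES buffer, pH 7.5, plus ascorbate · Incubation – enzyme reaction 30 min, then detection 60 min, both room temperature · Reagent – H3K9me3 peptide with Fe(II)/2OG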
C diff HTS = inhibitors of Clostridium difficile growth; Clostridium difficile clinical isolate growth, OD600, 24 h; active compounds read low; growth activity, negative = inhibition, % at 16 µg/mL (by protocol); 86,000 tested, 0.25% active; AID 1259249;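 active means mean growth activity at or below -80% and every replicate also at or below -80%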;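 further: 0% = DMSO wells and -100% = levofloxacin 16 µg/mL wells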
* = called active by the depositor; & = joins results of further samples.

For C[C@@H]1CN([C@@H](C)CO)C(=O)c2cc(NC(=O)Nc3cccc4ccccc34)ccc2O[C@H]1CN(C)S(=O)(=O)c1cccs1 the results were Pf Dd2 inh -5, Tcruzi prolif -11 and KDM4C inh 3.0.
C[C@@H]1CN([C@@H](C)CO)C(=O)c2cc(-c3cccnc3)cnc2O[C@H]1CN(C)Cc1ccc(-c2ccccc2)cc1 was read as Pf Dd2 inh -36, KDM4C inh -1.3 and C diff HTS 0.
C[C@H]1CN([C@@H](C)CO)C(=O)c2cc(Br)cnc2O[C@H]1CN(C)C(=O)c1ccccn1 was read as Pf Dd2 inh 19&36, Tcruzi prolif 61, KDM4C inh -0.3 and C diff HTS -4&-2.
`CS(=O)(=O)N1CC(=O)N2[C@H](C1)[C@H](c1ccc(C#CC3CCCC3)cc1)[C@@H]2CO` gave Pf Dd2 inh 8, KDM4C inh 2.5 and C diff HTS -10.
Screening COCC#Cc1cnc2c(c1)C(=O)N([C@@H](C)CO)C[C@H](C)[C@@H](CN(C)C(=O)Nc1cc(F)ccc1F)O2 returned Pf Dd2 inh -20, KDM4C inh -0.9 and C diff HTS -3.
Cc1cc(C(=O)Nc2cccc3c2O[C@H](CN(C)Cc2ccc(-c4ccccc4)cc2)[C@H](C)CN([C@@H](C)CO)C3=O)n(C)n1 was read as Pf Dd2 inh -22, Tcruzi prolif 43, KDM4C inh 6.6 and C diff HTS 3.
`COc1ccccc1CNC(=O)C[C@@H]1C[C@@H]2c3cc(NC(=O)NC4CCCC4)ccc3O[C@@H]2[C@H](CO)O1` gave Pf Dd2 inh -7, Tcruzi prolif 69, KDM4C inh -0.6 and C diff HTS -6.
For C[C@@H]1CN([C@H](C)CO)S(=O)(=O)c2ccc(-c3ccccc3F)cc2O[C@H]1CN(C)Cc1cncnc1 the results were Pf Dd2 inh -22, Tcruzi prolif 37, KDM4C inh 0.8 and C diff HTS 2.
Screening COC(=O)C[C@H]1C=C[C@@H](NC(=O)Nc2ccc(C(F)(F)F)cc2)[C@H](CO)O1 returned Pf Dd2 inh 7, Tcruzi prolif -36 and KDM4C inh -0.6.
C[C@H](CO)N1C[C@H](C)[C@H](CN(C)C(=O)C2CCCCC2)OCCCC[C@H](C)Oc2ccc(NC(=O)Nc3ccccc3)cc2C1=O was read as Pf Dd2 inh -1, Tcruzi prolif 91 and C diff HTS -8.
`C[C@@H]1CCCCO[C@@H](CN(C)C(=O)C2CCCCC2)[C@H](C)CN([C@H](C)CO)C(=O)c2cc(NS(=O)(=O)c3cn(C)cn3)ccc2O1` gave Pf Dd2 inh -3, Tcruzi prolif 0, KDM4C inh 0.4 and C diff HTS 8.
COc1ccc(C(=O)N2C[C@@H]3[C@H](c4ccccc42)[C@H](CO)N3C(=O)Cc2ccccn2)cc1 was read as Pf Dd2 inh -16, Tcruzi prolif 7, KDM4C inh 10 and C diff HTS -7.
COCC(=O)N(C[C@@H]1[C@@H](c2ccccc2)[C@H](CO)N1C(=O)NC(C)C)C(C)C was read as Pf Dd2 inh 3, Tcruzi prolif 15, KDM4C inh 0.5 and C diff HTS -2.
COc1ccc(NC(=O)N(C)C[C@H]2Oc3cc(-c4ccc(C)cc4)ccc3S(=O)(=O)N([C@@H](C)CO)C[C@H]2C)cc1 was read as Pf Dd2 inh -75, Tcruzi prolif 106*, KDM4C inh -1.1 and C diff HTS 0.
`COc1ccc(CNC(=O)N(C)C[C@H]2OCc3ccccc3-c3ccccc3C(=O)N([C@@H](C)CO)C[C@H]2C)cc1` gave Pf Dd2 inh -24, Tcruzi prolif 57, KDM4C inh -0.4 and C diff HTS 0.
For Cc1nn(C)cc1NC(=O)C[C@@H]1CC[C@H]2[C@@H](COc3ccc(NC(=O)c4cccc(F)c4)cc3C(=O)N2C)O1 the results were Pf Dd2 inh -7, Tcruzi prolif -27, KDM4C inh 4.5 and C diff HTS -5.
`CCC(=O)N1CCC2(CC1)CN(C(=O)CN1CCOCC1)[C@@H](CO)c1[nH]c3cc(OC)ccc3c12` gave Pf Dd2 inh 19, KDM4C inh -1.0 and C diff HTS -2.
Screening CO[C@H]1CC[C@H]2CCN(C)C(=O)[C@H](C)[C@H](OC)CN(C)C(=O)c3cc(C#N)ccc3OC[C@H]1O2 returned Pf Dd2 inh 16, Tcruzi prolif -46 and KDM4C inh 0.7.
Cc1noc(C)c1NC(=O)Nc1ccc2c(c1)C(=O)N([C@@H](C)CO)C[C@@H](C)[C@@H](CN(C)Cc1ccc(C(F)(F)F)cc1)O2 was read as Pf Dd2 inh 16, Tcruzi prolif -31, KDM4C inh -0.2 and C diff HTS 39.
Screening O=C(Nc1cccc(Cl)c1)N[C@@H]1CC[C@@H](CCn2cc(Cc3ccccc3)nn2)O[C@H]1CO returned Pf Dd2 inh -17, Tcruzi prolif -70 and KDM4C inh -1.3.
Screening O=C(C[C@@H]1CC[C@@H](NC(=O)c2ccccn2)[C@H](CO)O1)NCc1cc(F)cc(F)c1 returned Pf Dd2 inh -2, Tcruzi prolif 9, KDM4C inh -2.6 and C diff HTS 0.
`COc1ccc(CN(C)C[C@@H]2Oc3ccc(NC(=O)CCCCCC(=O)Nc4ccccc4N)cc3CC(=O)N([C@H](C)CO)C[C@@H]2C)cc1` gave Pf Dd2 inh -85*, KDM4C inh -1.1 and C diff HTS 2.
`C[C@H]1CN([C@@H](C)CO)C(=O)c2cccc(NC(=O)Nc3ccccc3)c2O[C@@H]1CN(C)S(C)(=O)=O` gave Pf Dd2 inh 5, Tcruzi prolif 49, KDM4C inh -1.1 and C diff HTS 2.
C[C@@H]1CN([C@H](C)CO)C(=O)c2cc(NC(=O)Nc3ccc(C(F)(F)F)cc3)ccc2O[C@@H](C)CCCCO[C@@H]1CN(C)S(=O)(=O)c1ccc(F)cc1 was read as Pf Dd2 inh -49, Tcruzi prolif 75 and KDM4C inh -0.3.
Screening CCC(=O)N1[C@H](CN(CC)C(=O)c2ccc(F)cc2)[C@@H](c2ccccc2)[C@@H]1CO returned Pf Dd2 inh -2, Tcruzi prolif 4, KDM4C inh -2.9 and C diff HTS 5.
Screening COCC#Cc1ccc([C@H]2[C@H]3CN(C(=O)C4CCCCC4)CC(=O)N3[C@H]2CO)cc1 returned Pf Dd2 inh 22, KDM4C inh 1.1 and C diff HTS 10.
For CN(C)C(=O)C[C@@H]1CC[C@@H]2[C@@H](COc3ccc(NC(=O)C4CCCCC4)cc3C(=O)N2C)O1 the results were Pf Dd2 inh 3, Tcruzi prolif 7, KDM4C inh 5.0 and C diff HTS 4.
For CNC[C@@H]1OCCCC[C@@H](C)Oc2ccc(NC(=O)c3ccccc3)cc2C(=O)N([C@H](C)CO)C[C@@H]1C the results were Pf Dd2 inh 1, Tcruzi prolif 84, KDM4C inh 3.8 and C diff HTS 5.
`Cc1noc(C)c1NC(=O)N(C)C[C@@H]1Oc2ccc(NS(C)(=O)=O)cc2CC(=O)N([C@@H](C)CO)C[C@@H]1C` gave Pf Dd2 inh 28, Tcruzi prolif 6, KDM4C inh 0.3 and C diff HTS 19.
`COc1cccc(C#Cc2ccc([C@@H]3[C@@H](C#N)N(C(=O)C4CCOCC4)[C@H]3CO)cc2)c1` gave Pf Dd2 inh -45, Tcruzi prolif 84, KDM4C inh 0.3 and C diff HTS -24.
CCS(=O)(=O)N(C)C[C@@H]1OCc2ccccc2-c2c(n(C)c3ccccc23)C(=O)N([C@@H](C)CO)C[C@@H]1C was read as Pf Dd2 inh 44, Tcruzi prolif -39 and KDM4C inh -1.5.
For CCC(=O)N[C@H]1CC[C@@H](CC(=O)NCc2ccc(OC)cc2)O[C@@H]1CO the results were Pf Dd2 inh 5, Tcruzi prolif -27, KDM4C inh 0.8 and C diff HTS 2.
`CCCC(=O)Nc1ccc2c(c1)C(=O)N(C)C[C@@H](OC)[C@H](C)CN(CCc1ccccc1)[C@@H](C)CO2` gave Pf Dd2 inh -28, Tcruzi prolif -6, KDM4C inh 0.7 and C diff HTS 1.
O=C(C[C@H]1CC[C@@H](NC(=O)C2CC2)[C@@H](CO)O1)NCc1ccncc1 was read as Pf Dd2 inh 20, Tcruzi prolif 26, KDM4C inh -2.2 and C diff HTS -1.
COc1cccc(S(=O)(=O)N2CC[C@@H]3[C@@H](CO)Nc4ccc(-c5ccccc5OC)cc4[C@@H]32)c1 was read as Pf Dd2 inh -52, Tcruzi prolif 23, KDM4C inh -3.0 and C diff HTS 29.
For O=C(C[C@@H]1CC[C@@H]2[C@H](COC[C@@H](O)CN2C(=O)c2ccccc2F)O1)N1CCOCC1 the results were Pf Dd2 inh 12, Tcruzi prolif 0 and KDM4C inh 0.2.
`COc1ccc(S(=O)(=O)N(C)C[C@H]2Oc3c(NS(=O)(=O)c4ccc(Cl)cc4)cccc3C(=O)N([C@@H](C)CO)C[C@H]2C)cc1` gave Pf Dd2 inh -16, Tcruzi prolif 18, KDM4C inh 16 and C diff HTS -10.
Screening CCCC#Cc1ccc([C@H]2[C@@H](CO)N(C(=O)C3CCCCC3)[C@H]2C#N)cc1 returned Pf Dd2 inh -86*, Tcruzi prolif 92, KDM4C inh 2.4 and C diff HTS -5.
For C[C@@H]1CN([C@@H](C)CO)C(=O)c2cc(NC(=O)Nc3ccc(F)cc3)ccc2O[C@@H](C)CCCCO[C@H]1CN(C)C(=O)Cc1ccccc1 the results were Pf Dd2 inh 5, Tcruzi prolif -28, KDM4C inh -2.0 and C diff HTS -2.
`C/C=C/c1ccc([C@H]2[C@@H](CO)N(C(=O)CN(C)C)C23CN(C(=O)C2CC2)C3)cc1` gave Pf Dd2 inh -49, KDM4C inh 1.6 and C diff HTS 0.
For COCC(=O)Nc1ccc2c(c1)[C@H]1C[C@@H](CC(=O)NCc3ccc(OC)cc3)O[C@@H](CO)[C@H]1O2 the results were Pf Dd2 inh 3, Tcruzi prolif 0, KDM4C inh -1.7 and C diff HTS 1.
Screening C[C@H](CO)N1C[C@H](C)[C@@H](CN(C)Cc2ccc(C(=O)O)cc2)Oc2ccc(NC(=O)Nc3cccc4ccccc34)cc2C1=O returned Pf Dd2 inh 1, KDM4C inh 0.8 and C diff HTS -1.
COc1ccc(CN(C)C[C@H]2Oc3c(NS(=O)(=O)c4ccc(OC)cc4)cccc3C(=O)N([C@@H](C)CO)C[C@H]2C)cc1 was read as Pf Dd2 inh -2, Tcruzi prolif -23, KDM4C inh 1.9 and C diff HTS 4.
CN(C)C(=O)C[C@H]1CC[C@H]2[C@@H](COC[C@@H](O)CN2S(=O)(=O)c2ccccc2Cl)O1 was read as Pf Dd2 inh 24, Tcruzi prolif 41, KDM4C inh 2.1 and C diff HTS -1&-6.
Screening C[C@@H]1CN([C@@H](C)CO)C(=O)Cc2cc(NC(=O)NC3CCCCC3)ccc2O[C@@H]1CN(C)C returned Pf Dd2 inh 13, KDM4C inh -0.1 and C diff HTS 2&-1.

4 entries out of the list, sorted by formula weight, smallest number first:
For CCC(=O)N[C@H]1CC[C@@H](CC(=O)NCc2ccc(OC)cc2)O[C@@H]1CO the results were Pf Dd2 inh 5, Tcruzi prolif -27, KDM4C inh 0.8 and C diff HTS 2.
Screening C[C@@H]1CN([C@@H](C)CO)C(=O)Cc2cc(NC(=O)NC3CCCCC3)ccc2O[C@@H]1CN(C)C returned Pf Dd2 inh 13, KDM4C inh -0.1 and C diff HTS 2&-1.
`COc1ccccc1CNC(=O)C[C@@H]1C[C@@H]2c3cc(NC(=O)NC4CCCC4)ccc3O[C@@H]2[C@H](CO)O1` gave Pf Dd2 inh -7, Tcruzi prolif 69, KDM4C inh -0.6 and C diff HTS -6.
For C[C@@H]1CN([C@H](C)CO)S(=O)(=O)c2ccc(-c3ccccc3F)cc2O[C@H]1CN(C)Cc1cncnc1 the results were Pf Dd2 inh -22, Tcruzi prolif 37, KDM4C inh 0.8 and C diff HTS 2.

Continued:
O=C(C[C@@H]1C=C[C@H](NC(=O)c2cccc(F)c2)[C@H](CO)O1)NCc1ccc(Oc2ccccc2)cc1 was read as Pf Dd2 inh -60, Tcruzi prolif 64, KDM4C inh -1.6 and C diff HTS 0.
For Cc1ccc(S(=O)(=O)N(C)C[C@@H]2Oc3ccc(NC(=O)CCCN(C)C)cc3CC(=O)N([C@H](C)CO)C[C@H]2C)cc1 the results were Pf Dd2 inh 16, Tcruzi prolif 30, KDM4C inh 1.4 and C diff HTS 1.
`C[C@@H]1CN([C@H](C)CO)C(=O)c2cc(NS(=O)(=O)c3ccc(Cl)cc3)ccc2O[C@@H]1CN(C)C` gave Pf Dd2 inh -32, KDM4C inh 2.0 and C diff HTS 5.
CN(C)CC(=O)Nc1ccc2c(c1)[C@H]1C[C@H](CC(=O)NCc3ccc(-c4ccccc4)cc3)O[C@@H](CO)[C@H]1O2 was read as Pf Dd2 inh -12, Tcruzi prolif 54, KDM4C inh 0.0 and C diff HTS -6.
CC(C)C#Cc1ccc([C@H]2[C@H]3CN(C(=O)c4ccccn4)CC(=O)N3[C@H]2CO)cc1 was read as Pf Dd2 inh -10, KDM4C inh 0.9 and C diff HTS -2.
`Cc1noc(C)c1S(=O)(=O)N(C)C[C@@H]1Oc2ccc(NC(=O)CCCN(C)C)cc2C(=O)N([C@H](C)CO)C[C@@H]1C` gave Pf Dd2 inh 38, Tcruzi prolif -15, KDM4C inh 1.8 and C diff HTS 6.
